KCNQ1 pot – potentiators or activators of KCNQ1 channel, primary screen, cell-based, thallium flux, high-throughput | Potassium voltage-gated channel subfamily KQT member 1 (Homo sapiens), P51787 | CHO-K1 KCNQ1, thallium flux FluxOR fluorescence; active compounds read high | B-score at 10 µM | actives 0.35% (n = 310,000);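 active = fluorescence ratio B-score, a plate-corrected score, at least three library SD, with initial intensity B-score within 5 SD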
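System: Stable KCNQ1 CHO-K1 line | Incubation: 90 min dye loading and 20 min compound exposure, both at room temperature | Measure: Ratio B score | Medium: Assay buffer for compound exposure, DMSO matched across wells | Compound dosing: Single-concentration screen | Probe or stimulus: K+/Tl+ depolarizing stimulus | Measured by: Kinetic FluxOR fluorescence, 10 s baseline plus 110 s post-stimulus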
RGS4 act – RGS4 potentiators or activators, primary screen, cell-based, HEK293 M3R inducible RGS4, calcium flux; actives 0.92% (n = 310,000); carbachol calcium flux Fluo4; active compounds read low; AID 463111, 2010; B-score at 10 µM;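 active = B-score of the integrated calcium signal more than 4 SD below the library mean, with starting fluorescence not abnormally high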;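 also: negative B-score means reduced calcium response which marks RGS4 activation or potentiation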
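Assay system: HEK293 FlpIn-TREx cells, stable M3R, doxycycline-inducible RGS4 / Probe or stimulus: carbachol, ECmax concentration / Times: overnight RGS4 induction, 30 min dye load 37 °C, 20 min compound RT / Signal: kinetic calcium fluorescence imaging with Fluo4-AM dye, 2 µM / Measure: Agonist-evoked peak-minus-minimum fluorescence over baseline, integrated ratio, B score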
KCNK9 block – KCNK9 potassium channel inhibitors, primary screen, HEK293 cells, thallium flux; B-score at 10 µM; actives 1.2% (n = 310,000); FluxOR thallium flux fluorescence; active compounds read low;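 active = ratio B-score over 3 SD below the library mean, with starting fluorescence within 5 SD of its mean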;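 also: negative B-score means less thallium flux so channel inhibition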
PolyA inh – polyadenylation inhibitors in yeast reporter cells, primary screen, luminescence, S. cerevisiae; S. cerevisiae SKY197-pL101 polyadenylation reporter, beta-gal luminescence; efflux-impaired pdr1/pdr3 knockout yeast; score 100 = 6 SD above DMSO; calls only at 12 µM; actives 0.02% (n = 300,000);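 active = lowest replicate activity score at least 50, where 100 means six control SD above control mean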;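 also: yeast exposed to compound for 9 h at 30 °C; higher score means more reporter readthrough which indicates perturbed polyadenylation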
RGS4 block – RGS4 inhibitors, primary screen, cell-based, HEK293 M3R inducible RGS4, calcium flux | Regulator of G-protein signaling 4 (Homo sapiens), P49798 | Fluo-4 calcium flux; active compounds read high; triggered by carbachol at its EC20 | B-score at 10 µM | actives 0.45% (n = 310,000);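 active = B-score, a plate-corrected calcium signal, over three deviations above library mean, with baseline fluorescence within five deviations of library mean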;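 also: RGS4 expression induced by doxycycline in cells with stable M3 receptor; B-score is computed from the integrated fluorescence ratio over baseline after carbachol; higher B-score means a larger calcium signal and so more RGS4 inhibition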
Target sequence (P49798 whole entry, looked up): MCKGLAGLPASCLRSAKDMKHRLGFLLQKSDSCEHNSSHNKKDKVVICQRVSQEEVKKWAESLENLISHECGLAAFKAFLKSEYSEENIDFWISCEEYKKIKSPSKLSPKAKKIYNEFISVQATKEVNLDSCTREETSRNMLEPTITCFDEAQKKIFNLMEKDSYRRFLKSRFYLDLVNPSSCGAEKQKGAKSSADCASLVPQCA
KCNK3 inh – human KCNK3 channel inhibitors, primary screen, CHO cells, FluxOR thallium flux, B-score | FluxOR fluorescence; active compounds read low | B-score at 10 µM | actives 0.84% (n = 340,000);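 active = B-score under library mean minus 4 SD, starting fluorescence ratio at most library mean plus 5 SD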;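 also: more negative B-score means stronger inhibition of thallium flux through KCNK3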
hERG rescue – hERG rescue from dofetilide block, primary screen, cell-based, CHO-hERG, FluxOR thallium flux, dofetilide IC70 | Voltage-gated inwardly rectifying potassium channel KCNH2 (Homo sapiens), Q12809 | dofetilide IC70 present | activation (rescue from dofetilide block), less the hit threshold, % at 10 µM | actives 0.51% (n = 310,000) | AID 1511, 2009;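 active = activation above the mean of controls blocked by dofetilide plus 5 SD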;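 also: thallium influx through hERG after potassium depolarization seen as dye fluorescence rise; in these data hits start at about 4.7%; inactives centre near -7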
GSK3A inh – blockers of GSK3A enzyme activity – biochemical, luminescence, cell-free homogeneous, HTS, primary screen | AID 2650, 2010 | GSK-3 alpha kinase, ADP-Glo luminescence, 60 min | actives 0.1% (n = 320,000) | Glycogen synthase kinase-3 alpha (Homo sapiens), P49840 | inhibition, % at 10 µM;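 in the data active = inhibition above about 50%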;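 also: GST-tagged GSK-3 alpha with peptide substrate and 25 µM ATP; 0% = DMSO neutral wells and 100% = GW8510 positive control wells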
Target sequence (P49840 whole entry, looked up): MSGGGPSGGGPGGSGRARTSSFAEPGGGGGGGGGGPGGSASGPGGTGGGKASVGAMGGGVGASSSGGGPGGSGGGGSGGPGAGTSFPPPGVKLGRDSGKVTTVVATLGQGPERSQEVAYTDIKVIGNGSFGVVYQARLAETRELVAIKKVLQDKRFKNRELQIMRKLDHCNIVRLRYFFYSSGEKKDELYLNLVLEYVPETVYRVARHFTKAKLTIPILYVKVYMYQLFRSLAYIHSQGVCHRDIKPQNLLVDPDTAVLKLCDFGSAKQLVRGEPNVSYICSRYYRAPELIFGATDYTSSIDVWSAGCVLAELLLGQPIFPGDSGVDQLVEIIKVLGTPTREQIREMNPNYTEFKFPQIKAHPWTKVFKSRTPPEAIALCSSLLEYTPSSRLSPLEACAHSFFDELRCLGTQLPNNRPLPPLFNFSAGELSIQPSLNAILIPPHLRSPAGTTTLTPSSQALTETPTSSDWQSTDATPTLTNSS
DYRK1A inh – rat Dyrk1A kinase inhibitors, primary screen, biochemical, single point, plate reader; Dual specificity tyrosine-phosphorylation-regulated kinase 1A (Rattus norvegicus), Q63470; ADP-Glo luminescence, NFATc1 peptide; inhibition, % at 12.5 µM; actives 0.43% (n = 310,000); AID 504441, 2011; in the data active = inhibition above about 50%;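 also: plate controls were vehicle with enzyme for no effect and no enzyme for full effect; many of its hits are not listed in these tables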
KCNQ1 inh – inhibitors of human KCNQ1 channel, primary screen, cell-based, thallium flux, high-throughput; AID 2642, 2010; actives 1.3% (n = 310,000); CHO-K1 KCNQ1, FluxOR thallium flux fluorescence; active compounds read high; Potassium voltage-gated channel subfamily KQT member 1 (Homo sapiens), P51787; B-score at 10 µM;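 active = compounds whose thallium flux B-score, printed positive for inhibition, exceeds three library SD while starting fluorescence stays within three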;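 also: channel opened by potassium depolarization with thallium stimulus after 20 min compound exposure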
GSK3beta inhib – human GSK3beta kinase inhibitors, primary screen, biochemical, cell-free homogeneous, HTS; Glycogen synthase kinase-3 beta (Homo sapiens), P49841; GST-GSK3beta kinase, ADP-Glo luminescence, 60 min; active compounds read low; activity score (negative = inhibition), % at 10 µM; actives 0.038% (n = 300,000); AID 2097, 2009;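 active = more than half of replicate wells score below -50%, meaning over 50% inhibition versus plate controls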;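 also: 0% = median DMSO wells and -100% = median GW8510 positive control wells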
Target sequence (P49841 whole entry, looked up): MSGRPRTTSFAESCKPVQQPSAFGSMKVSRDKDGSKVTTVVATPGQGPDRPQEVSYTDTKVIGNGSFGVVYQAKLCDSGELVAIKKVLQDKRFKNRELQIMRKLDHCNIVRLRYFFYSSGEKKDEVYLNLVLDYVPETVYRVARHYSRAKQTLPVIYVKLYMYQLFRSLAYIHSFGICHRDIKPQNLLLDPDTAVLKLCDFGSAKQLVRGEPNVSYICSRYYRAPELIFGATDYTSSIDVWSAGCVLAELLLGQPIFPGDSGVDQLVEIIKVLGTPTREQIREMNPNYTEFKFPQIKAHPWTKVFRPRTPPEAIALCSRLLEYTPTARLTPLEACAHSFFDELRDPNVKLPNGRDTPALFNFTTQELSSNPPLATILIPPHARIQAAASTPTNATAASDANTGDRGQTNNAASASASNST
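Test system: GST-fused GSK3beta enzyme, cell-free | Quantity: 1.6 ng GST-GSK3beta enzyme per well | Reagent: 25 µM ATP with peptide substrate | Schedule: 60 min enzyme reaction, room temperature | Signal: Luminescent ADP-Glo measurement of ADP formed | Read-out basis: Score relative to plate controls | Control set: DMSO and 20 µM GW8510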
* = called active by the depositor; i = inactive; x = no result given; & = joins results of further samples. A portion of the library. The share of hits here may be higher or lower than overall.

SMILES | KCNQ1 pot | RGS4 act | KCNK9 block | PolyA inh | RGS4 block | KCNK3 inh | hERG rescue | GSK3A inh | DYRK1A inh | KCNQ1 inh | GSK3beta inhib
COc1cc(Br)cc(-c2nc3c(c(=O)[nH]c(=O)n3Cc3ccccc3)n2C)c1O | i | i | i | i | i | i | -13.9 | -0.1 | 0.3 | i | -1.5
O=C(Cn1ncc(Cl)c(Cl)c1=O)NC1CCS(=O)(=O)C1 (stereo not drawn) | i | i | i | i | i | i | -2.3 | -1.9 | 0.0 | i | 1.6
COC(=O)c1ccccc1NC(=O)Cn1c(=O)n(CCC(=O)NC2CCN(Cc3ccccc3)CC2)c(=O)c2ccccc21 | i | i | i | i | i | i | -12.2 | -0.8 | -4.6 | i | -1.0
CN(C)S(=O)(=O)c1ccc(C(=O)Nc2cccc(C(=O)O)c2)cc1 | i | i | i | i | i | i | -6.9 | -0.9 | -8.9 | i | -4.1
O=C(CSc1nc2c(c(=O)[nH]1)CCC2)Nc1ccccc1Cl | i | i | i | i | i | i | -6.0 | -0.6 | -0.4 | i | -2.9
CC(C)Cc1csc(NC(=O)c2ccc(Br)cc2)c1C(=O)O | i | i | i | i | i | i | -15.1 | -3.8 | -12.8 | i | -0.2
Cc1cc(C)nc(SCc2csc(-c3ccccc3)n2)n1 | i | i | -11.4* | i | i | i | -10.1 | -0.2 | -1.3 | i | 2.9
N#Cc1c(NC(=O)CSc2nc3ccccc3c(=O)n2Cc2ccco2)sc2c1CCCC2 | i | i | i | i | i | i | -16.4 | 1.8 | 3.4 | i | 0.0
Cc1ccc(SC[C@H](Cc2ccccc2)N2CCN(C)CCC2=O)cc1 | i | i | i | i | i | i | 0.2 | x | 1.6 | i | -0.1
CC(=O)Nc1ccc(NC(=S)NC(=O)/C=C/c2ccccc2)cc1 | i | i | i | i | i | i | -8.1 | 0.0 | 0.5 | i | -0.4
CC(C)(C)C(=O)Nc1ccc(C(=O)Nc2cccc(Oc3ccc(C(=O)O)c(C(=O)O)c3)c2)cc1 | i | i | i | i | i | i | -0.5 | 1.7 | -4.2 | i | 2.1
COc1ccc(OC(C)c2ccc(C#N)c(=O)[nH]2)cc1 (stereo not drawn) | i | i | i | i | i | i | -5.5 | -0.3 | 0.8 | i | 2.8
COc1ccc(OC)c(NC(=O)COC(=O)Cc2ccc(Br)cc2)c1 | i | i | i | i | i | i | -13.2 | -2.0 | -5.4 | i | 2.5
COC(=O)c1cccc(NC(=O)CSc2nc(O)c(-c3ccccc3)c(=O)[nH]2)c1 | i | i | i | i | i | i | -15.2 | -3.7 | 3.3 | i | -0.8
COC(=O)c1sccc1NC(=O)c1cnc2cc(C)nn2c1C | i | i | i | i | i | i | -7.1 | 1.2 | x | i | 0.1
CCc1nnc(NS(=O)(=O)c2ccc(NC(=O)c3cccc(Br)c3)cc2)s1 | i | i | i | i | i | i | -6.3 | -3.1 | 6.5 | i | 4.6
COc1ccc(OC)c(CN2CCSCC2)c1 | i | i | i | i | i | i | -10.3 | -3.8 | 9.8 | i | -9.3
C=CCN1C(=O)C(CC(=O)Nc2ccc(C)cc2)SC1=Nc1c(C)n(C)n(-c2ccccc2)c1=O (stereo not drawn) | i | i | i | i | i | i | 0.0 | -0.2 | 14.5 | i | 2.0
COc1ccc(-c2csc(N3CCN(c4cc(C)nc5ccccc45)CC3)n2)cc1OC | i | -8.49* | i | i | i | i | -23.6 | -2.5 | x | i | -0.1
Cc1onc(-c2ccccc2Cl)c1C(=O)Nc1nnc(-c2ccc(Br)cc2)s1 | i | i | i | i | i | i | -11.1 | -1.2 | 1.3 | 8* | -10.9
COc1ccc(Cn2c(O)c(/C=N/NC(=O)c3cccnc3)c3ccccc3c2=O)cc1 | i | i | i | i | i | i | -23.1 | x | -0.5 | i | 2.0
COc1ccc2cc(/C(C)=N/NC(=O)C3CC3)ccc2c1 | i | i | i | i | i | i | -6.8 | 2.8 | x | i | 0.6
CCOc1cccc(C=Nc2cc(C)cc(C)c2O)c1O | i | i | i | i | i | i | -9.3 | 0.1 | 13.2 | i | -0.1
CC(=O)NCCc1c[nH]c2ccc(O)cc12 | i | i | i | i | i | i | -3.1 | 0.8 | 0.5 | i | -2.5
CCOCCCn1c(=NC(=O)c2cccnc2)c(C(=O)OCC)cc2c(=O)n3ccccc3nc21 | i | i | i | i | i | i | -16.6 | 1.3 | 3.6&4.1 | i | 4.4

Remaining list, next part
SMILES | KCNQ1 pot | RGS4 act | KCNK9 block | PolyA inh | RGS4 block | KCNK3 inh | hERG rescue | GSK3A inh | DYRK1A inh | KCNQ1 inh | GSK3beta inhib
Cc1cc2ncn(/N=C/c3ccc([N+](=O)[O-])o3)c2cc1C | i | i | i | i | i | i | 0.3 | -0.3 | -0.3 | i | 2.0
O=C(C(=O)N1CCN(c2ccc(F)cc2)CC1)N1CCCCC1 | i | i | i | i | i | i | -13.6 | -0.7 | -0.6 | i | -0.2
Cc1ccccc1OCC(=O)NCCCNC(=O)c1ccccn1 | i | i | i | i | i | i | -8.4 | -0.5 | 3.4 | i | 0.7
CC(=O)OCC1=C(C(=O)O)N2C(=O)C(NC(=O)C(C)Cn3cc(Cl)cn3)C2SC1 (stereo not drawn) | i | i | i | i | i | i | -10.8 | 1.4 | 25.6 | i | 3.5
O=C(O)CC1S/C(=N/N=C/c2ccccn2)NC1=O (stereo not drawn) | i | i | i | i | i | i | -3.4 | 3.9 | 15.3 | i | -2.2
Cc1cc(C)nc(NS(=O)(=O)c2ccc(N=NN(C)C)cc2)n1 | i | i | i | i | i | i | -1.3 | -0.7 | 7.1 | i | 4.1
O=C(N/N=C1/CCS(=O)(=O)c2ccc(F)cc21)c1cccnc1 | i | i | i | i | i | i | -2.8 | -8.1 | -1.1 | i | 3.2
COc1ccccc1NCc1nnc(SCC(=O)N/N=C/c2ccco2)n1-c1ccc(Cl)cc1Cl | i | i | i | i | i | i | -6.0 | 1.1 | -7.4 | i | 1.6
CC[N+](C)(C)CCN(Cc1ccc(Cl)cc1)c1ccccn1 | i | i | i | i | i | i | -20.1 | -0.2 | -2.1 | i | 7.4
CCN(CC)c1ccc(/C=N/NC(=O)CNC(=O)c2cccs2)cc1 | i | i | i | i | i | i | -4.3 | 2.6 | -8.1 | i | 1.5
CCS(=O)(=O)N1CCN=C1SCc1cccc(F)c1 | i | i | i | i | i | i | -6.7 | -2.7 | -4.1 | i | -2.8
Cc1ccc(C(=O)N2CCN(Cc3ccc4c(c3)OCO4)CC2)cc1C | i | i | i | i | i | i | -5.4 | -1.3 | x | i | 0.2
CCOC(=O)c1c(C(=O)OCC)c(C)n(Cc2cc(OC)c(OC)c(OC)c2)c1C | i | i | i | i | i | i | -5.4 | -0.7 | 2.4 | i | 0.5
COc1ccc(C(=O)N/C(=C\c2ccc3c(c2)OCO3)C(=O)N2CCOCC2)cc1 | i | i | i | i | i | i | -11.0 | 0.0 | 12.7 | i | 0.7
COc1ccc(/C=N/NC(=O)c2nc(-c3ccccc3)cc(-c3ccccc3)n2)cc1 | i | i | -7.13* | i | i | i | -10.4 | x | 5.7 | 10* | 2.5
Cc1cccc(NC(NC(=O)c2ccccn2)C(Cl)(Cl)Cl)c1 (stereo not drawn) | i | i | i | i | i | i | -7.0 | -0.1 | -3.6 | i | -9.1
Cc1ccc(N=C2C(=O)Nc3ccccc32)cc1C | i | i | i | i | i | i | -4.5 | 0.7 | 6.9 | i | 1.2
CN(C)c1ccc(N2C(=O)CC(Nc3ccc(N4CCOCC4)cc3)C2=O)cc1 (stereo not drawn) | i | i | i | x | i | i | -6.0 | -0.6 | -5.0 | i | 0.9
COC(=O)COc1ccc(C(C2C(=O)CC(C)(C)CC2=O)C2C(=O)CC(C)(C)CC2=O)cc1 | i | i | i | i | i | i | -5.2 | -1.5 | -1.5 | i | -0.2
O=C(CC1Sc2ccccc2NC1=O)NCc1cccc(Cl)c1 (stereo not drawn) | i | i | i | i | i | i | -9.5 | -1.7 | 5.3 | i | 2.8
NS(=O)(=O)c1ccc(CCNC(=O)c2ccc(C#CC3(O)CCCCC3)cc2)cc1 | i | i | i | i | i | i | -18.7 | -1.1 | 1.3 | i | 2.3
C=C(C)CN1CCN(c2c(CCC#N)c(C)c(C#N)c3nc4ccccc4n23)CC1 | i | i | i | i | i | i | -12.9 | 2.3 | -1.7 | i | 2.5
Cc1ccc(S(=O)(=O)N2CCOCC2)cc1NC(=O)CNC1CCCC1 | i | i | i | i | i | i | -15.2 | 0.8 | -5.1 | i | -0.6
CCOc1ccc(NC(=O)Cn2c(=O)n(CC3CCCO3)c(=O)c3ccccc32)cc1 (stereo not drawn) | i | i | i | i | i | i | -8.0 | -2.2 | -9.0 | i | 1.1
CCOc1ccc(CNC(=O)Cn2ccc3cc(S(=O)(=O)N4CCCC4)ccc32)cc1 | i | i | i | i | i | i | -5.5 | x | -1.9 | i | 0.8
COc1cc2[nH]c3c(Cl)ncnc3c2cc1OC | i | i | i | i | i | i | -7.0 | 25.4 | -3.2 | i | 0.8
Cc1ccc(SCC(=O)Nc2ccc3c(c2)C(=O)N(C)C3=O)cc1 | i | i | i | i | i | i | -6.7 | 2.2 | -0.1 | i | -3.1

Bioassay records deposited in PubChem by several laboratories.
